Source: PubChem BioAssay (several laboratories)
EP2 modulator: EP2 receptor (human) modulation. 0.83% of 260,000 active. induction, % at 25 µM. EP2-expressing cells, cAMP HTRF FRET, PGE2 co-stimulation. P43116;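 active = compounds whose cAMP rise, as percent of the full-agonist control response, exceeds 60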;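 also: rat C6 glioma line stably carrying human EP2 under a CMV promoter; the protocol text gives 20 µM as final concentration; 100% = response of wells given 1 µM PGE2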
Target sequence (P43116 whole entry, looked up): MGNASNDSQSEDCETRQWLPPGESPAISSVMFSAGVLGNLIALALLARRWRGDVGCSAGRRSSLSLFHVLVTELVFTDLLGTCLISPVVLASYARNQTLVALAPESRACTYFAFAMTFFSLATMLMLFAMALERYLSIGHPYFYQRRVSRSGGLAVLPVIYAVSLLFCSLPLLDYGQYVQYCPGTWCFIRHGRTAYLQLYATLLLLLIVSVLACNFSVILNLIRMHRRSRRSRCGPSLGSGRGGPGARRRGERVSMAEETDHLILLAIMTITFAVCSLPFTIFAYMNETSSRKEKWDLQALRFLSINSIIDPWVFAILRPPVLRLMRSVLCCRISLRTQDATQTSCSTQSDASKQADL
14-3-3 Bad PPI: disrupts binding of bovine 14-3-3 zeta to phospho-Bad peptide. inhibition, % at 21.7 µM. 0.71% of 220,000 active. P63103. TR-FRET 14-3-3zeta/Dy647-pBad peptide displacement, 1 h;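 active = inhibition above about 70%, limit read from the data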;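 also: 0% = full 14-3-3 plus peptide FRET controls and 100% = background without 14-3-3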
Target sequence (P63103 whole entry, looked up): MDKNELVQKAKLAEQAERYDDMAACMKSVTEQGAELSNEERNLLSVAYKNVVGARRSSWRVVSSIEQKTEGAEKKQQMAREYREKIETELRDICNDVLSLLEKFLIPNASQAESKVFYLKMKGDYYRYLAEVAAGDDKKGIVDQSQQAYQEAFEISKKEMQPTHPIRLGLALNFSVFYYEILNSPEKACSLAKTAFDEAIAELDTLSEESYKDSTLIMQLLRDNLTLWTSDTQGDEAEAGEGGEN
zVAD death inh: L929 zVAD cell death inhibition; viability rescue, % at 10 µM; 0.38% of 220,000 active; AID 1377; L929 zVAD necroptosis rescue, ATP luminescence, 24 h; with zVAD 60 µM;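 active = activation, scaled between plate controls, above about 75%, limit read from the data; inactive = activation under that limit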;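 also: 0% = zVAD with DMSO and 100% = DMSO alone without zVAD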
Calpain2 inh: calpain II (pig) inhibition; purified calpain II, fluorogenic peptide substrate, 30 min; inhibition, % at 16 µM; 0.37% of 220,000 active;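 active = inhibition above about 50%, limit read from the data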
TbHK1 inh: T. brucei hexokinase 1 inhibition. inhibition, % at 10 µM. recombinant TbHK1, G6PDH-coupled NADH A340. 0.11% of 220,000 active;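 active = inhibition of 50% or more in the single-dose primary screen; inactive = inhibition below 50%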
eIF4E 4G PPI: eIF4E/eIF4G interaction inhibition in translation initiation; P63073+Q04637; TR-FRET eIF4E-eIF4GI(517-606) binding, 2 h; inhibition, % at 21.7 µM; 0.37% of 220,000 active; AID 782;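 active = inhibition above about 30%, limit read from the data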;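 also: 0% = full FRET control wells and 100% = background wells lacking eIF4GI fragment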
EP2 antag: blocks the human prostaglandin E2 receptor EP2 | AID 1422 | 0.52% of 260,000 active | inhibition, % at 25 µM | C6 glioma cells expressing human EP2, cAMP TR-FRET; cells stimulated with saturating PGE2;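 active = percent inhibition above 40 after rounding to a whole number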;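 also: rat C6 glioma host cells with rolipram phosphodiesterase inhibitor present; the protocol text gives 20 µM as final concentration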
Hck-Nef inh: human Hck-Nef kinase inhibition; inhibition, % at 20 µM; P08631; Recombinant Hck-YEEI plus Nef, Z-Lyte FRET kinase assay; 0.68% of 220,000 active;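 active = Hck-Nef kinase inhibition above about 50%, limit read from the data; inactive = inhibition below that limit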;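 also: 0% = DMSO with Hck plus Nef and 100% = Hck alone without Nef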
Rad51 HR inh: Rad51 (human) homologous recombination inhibition; Q06609; inhibition, % at 10 µM; hRad51 DNA strand exchange, fluorescence dequenching; 0.085% of 200,000 active;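 active = inhibition above 40% at the single screening dose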;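 also: 0% = DMSO control wells and 100% = blanks with heterologous ssDNA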
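material = hRad51 filaments on single-stranded DNA | reagent = Donor/quencher-labelled 47-bp dsDNA substrate | compound = 10 µM final, single point | schedule = strand-exchange reaction 15 min at room temperature | measured by = fluorescein emission 520 nm, excitation 485 nm | read-out basis = % inhibition versus plate control and blank means | benchmarks = plate controls and plate blanks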
Numbers without * were called inactive; nt = not tested or not shown; [ ] = another dose, or the depositor's remark. Not all compounds are listed; rates above refer to the full screens.

No.	mol	EP2 antag	14-3-3 Bad PPI	Hck-Nef inh	EP2 modulator	Rad51 HR inh	eIF4E 4G PPI	TbHK1 inh	Calpain2 inh	zVAD death inh
1	O=c1oc2ccccc2cc1-c1csc(Nc2ccc(O)cc2)n1	4	-8	23	-26	nt	1	-3	9	6.5
2	O=C(c1ccc2c(c1)OCO2)n1nnc2ccccc21	12	-3[fluorescence artefact?]	-1	38	3	1[fluorescence artefact?]	9	5	1.1
3	COc1cccc(-n2nnc3c(=O)n(CC(=O)Nc4cc(C)on4)cnc32)c1	9	-16	-6	16	21	-3	3	4	0.4
4	COCCN(CCOC)C(=O)c1cc2sc3ccccc3c2s1	nt	10	1	4	-7	1	-13	10	0.7
5	COc1cccc(-n2nnc3c(=O)n(CC(=O)N4CCCc5ccccc54)cnc32)c1	4	5[fluorescence artefact?]	6	-25	6	0	1	13	1.0
6	O=C(NCCCCCNC(=O)c1cccnc1)c1cccnc1	7	3	2	5	-2	-3	4	13	0.0
7	O=C(NCCCN1CCCCCC1)c1ccc2c(c1)NC(=O)C(N1CCOCC1)S2 (stereo not given)	11	2	7	-6	1	-3	11	-3	3.4
8	CC1=C(c2ccccc2)[N+](=O)C2(CCCCC2)N1[O-]	7	-9	17	19	14	-2	-11	-21	1.5
9	NNC(=O)c1cncn1-c1ccc(F)cc1	3	-13	23	18	-2	-4	3	-7	2.4
10	O=C(COC(=O)c1cccc(S(=O)(=O)N2CCOCC2)c1)Nc1ncc(C(F)(F)F)cc1Cl	5	13[fluorescence artefact?]	-17	3	-1	-12	5	15	0.4
11	O=C(NC(=O)c1ccc(Cl)cc1)Nc1ccc(-c2cnco2)cc1	10	78*	60*	-34	11	-8	-9	-3	-0.2
12	C=CCn1c(SCC(=O)NCCO)nc2sc(C)c(C)c2c1=O	0	3	27	-31	0	-1	-10	22	1.8
13	Cc1occc1C(=O)NNC(=O)c1ccccc1F	3	-5	21	-6	6	-6	-2	-4	-0.2
14	COC(=O)c1ccc(NC(=O)COc2ccccc2OC)cc1	0	4[fluorescence artefact?]	2	-12	6	-6	0	-66	0.0
15	COC(=O)c1ccc(CSc2nc3ccccc3s2)o1	7	10	4	-15	0	2	8	6	0.7
16	Cc1nc(C)c(-c2ccn(S(=O)(=O)c3ccc(Cl)cc3)n2)o1	20	1	9	-41	-20	0	-7	11	-0.2
17	O=C(OCC(=O)c1ccccc1Br)c1ccccn1	18	13	1	9	6	-8[fluorescence artefact?]	-1	-47	0.0
18	CC12CCC(C(=O)NCCCN3CCOCC3)(C(Br)C1=O)C2(C)C (stereo not given)	8	1	19	-6	7	3	-4	-18	1.0
19	O=C(Nc1nnc(-c2ccccc2)s1)c1cccc(S(=O)(=O)N2CCOCC2)c1	4	-3	9	-10	-10	6	0	-28	0.3
20	C/C(N)=C(/C#N)C(=O)COC(=O)C(c1ccccc1)c1ccccc1	7	56	-7	34	-14	6	8	12	1.6

An excerpt of these results, in transposed form:
(11) O=C(NC(=O)c1ccc(Cl)cc1)Nc1ccc(-c2cnco2)cc1
(15) COC(=O)c1ccc(CSc2nc3ccccc3s2)o1
(13) Cc1occc1C(=O)NNC(=O)c1ccccc1F
(14) COC(=O)c1ccc(NC(=O)COc2ccccc2OC)cc1
(17) O=C(OCC(=O)c1ccccc1Br)c1ccccn1

Assay by compound	11	15	13	14	17
EP2 antag	10	7	3	0	18
14-3-3 Bad PPI	78*	10	-5	4[fluorescence artefact?]	13
Hck-Nef inh	60*	4	21	2	1
EP2 modulator	-34	-15	-6	-12	9
Rad51 HR inh	11	0	6	6	6
eIF4E 4G PPI	-8	2	-6	-6	-8[fluorescence artefact?]
TbHK1 inh	-9	8	-2	0	-1
Calpain2 inh	-3	6	-4	-66	-47
zVAD death inh	-0.2	0.7	-0.2	0.0	0.0

Compound profiles, from the list above. Screens in order: EP2 antag	14-3-3 Bad PPI	Hck-Nef inh	EP2 modulator	Rad51 HR inh	eIF4E 4G PPI	TbHK1 inh	Calpain2 inh	zVAD death inh
O=C(NC(=O)c1ccc(Cl)cc1)Nc1ccc(-c2cnco2)cc1 is entered as 10	78*	60*	-34	11	-8	-9	-3	-0.2
Cc1nc(C)c(-c2ccn(S(=O)(=O)c3ccc(Cl)cc3)n2)o1 is entered as 20	1	9	-41	-20	0	-7	11	-0.2

The listing continues:
No.	mol	EP2 antag	14-3-3 Bad PPI	Hck-Nef inh	EP2 modulator	Rad51 HR inh	eIF4E 4G PPI	TbHK1 inh	Calpain2 inh	zVAD death inh
21	Cc1nc(CS(=O)c2ccc(Cl)cc2)cc(N2CCOCC2)n1 (stereo not given)	10	-12[fluorescence artefact?]	1	18	-13	-4	4	-13	-0.3
22	N#C/C(=C\c1ccc(Cl)s1)C(=O)N1CCN(c2ccccc2)CC1	7	-9	6	-61	13	4	29	-10	0.5
23	CCOc1cc(N2CCOCC2)c(OCC)cc1NC(=O)c1ccc(OC(C)C)cc1	1	-23	25	28	8	5	-4	16	7.7
24	Fc1ccc(NC(=S)Nc2cccnc2)cc1	7	-5	23	-31	-6	-4	-6	1	0.6

In a second layout: entries from further up
Values run as follows: EP2 antag | 14-3-3 Bad PPI | Hck-Nef inh | EP2 modulator | Rad51 HR inh | eIF4E 4G PPI | TbHK1 inh | Calpain2 inh | zVAD death inh
21: Cc1nc(CS(=O)c2ccc(Cl)cc2)cc(N2CCOCC2)n1 (stereo not given)
→ 10 | -12[fluorescence artefact?] | 1 | 18 | -13 | -4 | 4 | -13 | -0.3
22: N#C/C(=C\c1ccc(Cl)s1)C(=O)N1CCN(c2ccccc2)CC1
→ 7 | -9 | 6 | -61 | 13 | 4 | 29 | -10 | 0.5
23: CCOc1cc(N2CCOCC2)c(OCC)cc1NC(=O)c1ccc(OC(C)C)cc1
→ 1 | -23 | 25 | 28 | 8 | 5 | -4 | 16 | 7.7
